KB-V1 MDR tox – kills drug-selected multidrug resistant KB-V1 cells | KB-V1 MDR cells viability, CellTiter-Glo, 72 h | Potency, µM (series often up to 46.1 µM), without a hit: at the highest dose activity change, negative = cytotoxicity, actives largely listed as cytotoxic | actives 3.4% (n = 400,000); note: nearly all actives have a fitted effect of over 60% in size
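KB-V1 MDR subline cells in DMEM (phenol-red free, 10% FBS) exposed to compounds in qHTS concentration series for 72 h at 37 degrees C. Viability read by CellTiter-Glo luminescence; concentration-effect curves fitted after normalization and correction.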
KB-3-1 cytotox – KB-3-1 parental cell cytotoxicity; actives 1.4% (n = 400,000); Potency, µM (titrated, usually from 46.1 µM), for the others: top-dose activity change, negative = cytotoxic, usual class: cytotoxic; AID 1347075; KB-3-1 viability, CellTiter-Glo ATP luminescence, 72 h; note: nearly all actives have a fitted effect of over 60% in size
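Here the drug-naive KB-3-1 line serves as comparator for MDR sub-line selectivity; cells received compound titrations, 72 h at 37 °C, then CellTiter-Glo readout.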
* hit, by the source's call; i = inactive; ? = inconclusive. Calls come from the whole dose curve; as a rule, active = well fitted cell-killing curve with a large enough effect; inconclusive = small, poorly fitted or top-dose-only effect, or effect the other way; inactive = flat fitted curve, though single readings scatter. % is set by controls: 0 for no effect and ±100 for the full control effect; potency is the fitted concentration of half-maximal effect. Not all compounds are listed; rates above refer to the full screens.

SMILES	KB-V1 MDR tox	KB-3-1 cytotox
O=C(CSc1nc2ncccc2[nH]1)Nc1cc(F)ccc1F	-7%	6%
O=C(NCc1cccc(Cl)c1)c1ccc2c(c1)nc1n2CCOC1	5%	7%
O=S(=O)(c1ccc(Br)cc1)c1nnn2c1nc(NCCc1ccccc1)c1sccc12	?	?
COCCNC(=O)CSc1nnc(-c2ccc(OC)c(OC)c2)c(-c2ccc(OC)c(OC)c2)n1	4%	15%
CCc1ccc(NC(=O)c2nc(SCc3ccccc3F)ncc2Cl)cc1	-5%	-29%
COc1ccc(CNC(=O)COCc2cc(-c3cccs3)on2)cc1	-6%	2%
O=C(c1cnc(N2CCCCC2)c2ccccc12)N1CCN(c2ccccc2F)CC1	0%	-3%
Nc1ccc[n+](CC(=O)c2ccc(F)cc2)c1	-20%	?
COc1ccc(CCNC(=O)Cn2ncc3c(C)n(Cc4ccccc4F)c(C)c3c2=O)cc1OC	-4%	21%
COc1cc(OC)c(N(C)C(=O)c2sc3nc4n(c(=O)c3c2C)CCCCC4)cc1Cl	16%	5%
CNC(=O)C1CCN(C(=O)N2CC(C)Oc3ccc(C)cc32)CC1 (stereo not given)	-2%	0%
O=C1CCCC2=C1C(c1ccc(Cl)cc1)N=C(Nc1nc3ccccc3o1)N2 (stereo not given)	0%	0%
CCOC(=O)C(CC)Sc1ccc2nnc(-c3ccc(F)cc3)n2n1 (stereo not given)	?	?
Cc1nc2sccn2c(=O)c1S(=O)(=O)Nc1cc(C(F)(F)F)ccc1Cl	3%	6%
[O-][N+](=NC1C=Cc2ccccc21)C1C=Cc2ccccc21 (stereo not given)	1%	?
C(=C\c1ccnc2ccccc12)/c1ccc(N2CCOCC2)cc1	-7%	?
O=C(NC1CC1)c1ccc2nc(-c3ccco3)c(-c3ccco3)nc2c1	13%	20%
COc1ccc(Cl)cc1NC(=O)Cn1c(=O)n(Cc2nc(C)no2)c(=O)c2ccccc21	-4%	-3%
C[N+]1(CC(=O)c2ccc3ccccc3c2)CCOCC1	16%	?
Cc1ccc(Cl)cc1NC(=O)Cc1ccc(-n2c(C)nc3cccnc32)cc1	1%	-12%
COc1cccc(N2CCN(C(=O)c3cccn3-c3nnc(N4CCCC4)s3)CC2)c1	1%	9%
O=C(C[n+]1cccc2ccccc21)c1ccc(F)cc1	6%	19%
Cc1cccc(N2CCN(C(=O)c3cccc(-n4c(C)nc5cccnc54)c3)CC2)c1C	?	0%
CCCOc1ccc(CNC(=O)c2oc3ccc4c(c3c2C)C(=O)CC(C)(CC)O4)cc1 (stereo not given)	-14%	-13%
O=Cc1ccc(/C=C2/C=Cc3ccccc32)cc1	0%	0%

An excerpt of these results, bar-delimited:
mol | KB-V1 MDR tox | KB-3-1 cytotox
COc1cccc(N2CCN(C(=O)c3cccn3-c3nnc(N4CCCC4)s3)CC2)c1 | 1% | 9%
O=C(C[n+]1cccc2ccccc21)c1ccc(F)cc1 | 6% | 19%
Cc1cccc(N2CCN(C(=O)c3cccc(-n4c(C)nc5cccnc54)c3)CC2)c1C | ? | 0%

The listing picks up with the 4 entries that preceded the break.
SMILES	KB-V1 MDR tox	KB-3-1 cytotox
O=C(C[n+]1cccc2ccccc21)c1ccc(F)cc1	6%	19%
Cc1cccc(N2CCN(C(=O)c3cccc(-n4c(C)nc5cccnc54)c3)CC2)c1C	?	0%
CCCOc1ccc(CNC(=O)c2oc3ccc4c(c3c2C)C(=O)CC(C)(CC)O4)cc1 (stereo not given)	-14%	-13%
O=Cc1ccc(/C=C2/C=Cc3ccccc32)cc1	0%	0%
O=C(Cc1ccc(NC(=O)N2CCSc3ncccc32)cc1)NCc1cccc(Cl)c1	7%	1%
COc1ccc(OC)c(/C=C/c2ccccc2)c1	11%	?
O=C(Nc1ccc2nc(-c3cccs3)c(-c3cccs3)nc2c1)N1CCCC1	-10%	8%
CC1CCN(C(=O)C(C)OC(=O)c2ccc(S(C)(=O)=O)c([N+](=O)[O-])c2)CC1 (stereo not given)	0%	?
Cc1ccc(S(=O)(=O)NCC(c2ccc(N(C)C)cc2)N2CCc3ccccc32)cc1 (stereo not given)	9%	1%
C=CC[n+]1cccc2cccc(O)c21	6%	21%
COc1cc([N+](=O)[O-])ccc1NC(=O)N1CCC2(CC1)Nc1cc(F)ccc1-n1cccc12	-13%	-14%
Cc1ccc(CNC(=O)Cn2cc(S(=O)(=O)Cc3ccccc3F)c3ccccc32)cc1	-10%	-18%
CCCCNC(=O)Cn1c(SCc2cccc(C)c2)nc2ccncc21	14%	33%
O=[N+]([O-])c1ccc2c(c1)/C(=C/c1ccc(C=S)cc1)C=C2	0%	14%
CC1=C(C(=O)Nc2cccc(C(F)(F)F)c2)C2(CCCCCC2)OC1=O	9%	-9%
O=C1Cc2cc(S(=O)(=O)Nc3ccc(OC(F)(F)F)cc3)cc3c2N1CCC3	?	-8%
CCc1ccc(S(=O)(=O)c2nnn3c2nc(Nc2cc(OC)ccc2OC)c2sccc23)cc1	12%	-5%
CC(C)CCNC(=O)c1cccc(-n2cnc3cccnc32)c1	-7%	11%
CCOCCCNC(=O)C1CCN(c2nc3ccc(Cl)cc3[nH]2)CC1	?	-3%
CCOc1ccc(CCNC(=O)c2cccc(-n3c(C)nc4cccnc43)c2C)cc1	5%	?
O=C(C[n+]1ccccc1Br)c1ccc2c(c1)CCCC2	17%	?
Cc1ccnc2c(O)cccc12	-10%	1%
O=C(Nc1ccc(Cl)c(C(F)(F)F)c1)Nc1nnc(-c2ccncc2)s1	-22%	?
COc1ccc(CCNC(=O)Cn2cc(S(=O)(=O)Cc3ccccc3Cl)c3ccccc32)cc1OC	-5%	3%
COc1cccc(/C=C/c2ccc3ccccc3[n+]2C)c1OC	?	?
CCOC(=O)c1ccccc1NC(=O)c1sc2nc3n(c(=O)c2c1C)CCCCC3	0%	5%
CN(C)CCCNc1cc(N2CCN(C3CCCCC3)CC2)c2noc3c2c1C(=O)c1ccccc1-3	?	-30%
Cn1cc(S(=O)(=O)c2ccc(Cl)cc2)c(=O)c2cc(F)c(N3CCCCCC3)cc21	7%	-2%
O=c1[nH]/c(=C/c2ccc3c(c2)OCO3)c(=O)[nH]/c1=C/c1ccc2c(c1)OCO2	1%	16%

Full records, looked up by structure.
O=C(CSc1nc2ncccc2[nH]1)Nc1cc(F)ccc1F across the screens: KB-V1 MDR tox: -7%; KB-3-1 cytotox: 6%
Cc1ccc(CNC(=O)Cn2cc(S(=O)(=O)Cc3ccccc3F)c3ccccc32)cc1 across the screens: KB-V1 MDR tox: -10%; KB-3-1 cytotox: -18%

Continuation.
SMILES	KB-V1 MDR tox	KB-3-1 cytotox
COc1ccc(-c2cc(C(=O)NCCc3ccc(Cl)cc3)[nH]n2)cc1	25%	11%
C=C1NN(CC2CC2)C(=O)N1c1ccc(OCc2ccccc2)cc1	14%	0%
O=C(Nc1ccc(-c2nc3ccccc3[nH]2)cc1)c1ccc(C(F)(F)F)cc1	-18%	0%
CCOC(=O)C1CCN(C(c2ccccc2OC)c2c(O)cc(C)n(CCOC)c2=O)CC1 (stereo not given)	-3%	-4%
COC(=O)c1ccccc1S(=O)(=O)Nc1cc(=O)c2ccccc2[nH]1	-16%	-3%
CC(C)c1ccc(S(=O)(=O)c2nnn3c2nc(N2CCOCC2)c2sccc23)cc1	-1%	2%
COc1ccccc1CNC(=O)c1ccc(C)c(-n2cnc3cccnc32)c1	-4%	1%
O=S(=O)(c1ccc(Br)cc1)c1nnn2c1nc(Nc1cccc(C(F)(F)F)c1)c1sccc12	0%	-5%
O/N=C(/CI)c1ccc2ccccc2c1	0%	0%
COc1ccc(N2CCN(C(=O)CSc3nc4ccccc4nc3Cc3ccc(Cl)cc3)CC2)cc1	-4%	-25%
CC1=C(C(=O)OCc2ccc3nsnc3c2)N2C(=O)[C@@H](NC(=O)OCc3ccc4nsnc4c3)[C@H]2SC1	-14%	23%
Fc1ccc(CSc2nncn3c2cc2occc23)c(Cl)c1	13%	-4%
Cc1cccc(N2CCN(c3nc4ccc(C(=O)c5ccccc5)cc4n4cnnc34)CC2C)c1 (stereo not given)	29%	-2%
O=S1(=O)N=C(Oc2ccc(-c3ccccc3)cc2)c2ccccc21	-14%	-26%
Cc1cc(C)n2c(Nc3ccc4c(c3)OCCO4)c(-c3ccc(Cl)cc3)nc2n1	-16%	2%
CN(Cc1cncn1C)c1ncnc2ccc(-c3ccc4c(c3)OCO4)cc12	0%	20%
O=S(=O)(c1cccnc1)N1CCN(c2nc(-c3cccs3)nc3ccccc23)CC1	?	?
COc1ccc(NC(=O)NC2COc3ccccc3C2)cc1Cl (stereo not given)	?	11%
COc1ccccc1N1CCN(CCCNC(=O)c2cnn(-c3ccccc3Cl)c2C2CCN(C(=O)OC(C)(C)C)CC2)CC1	14%	-9%
O=C(NCc1ccc(Cl)cc1)c1cnc(N2CCOCC2)c2ccccc12	1%	?
COc1ccc(-c2cn3nc(N4CCC(C(=O)Nc5cccc(C)c5C)CC4)sc3n2)cc1	7%	-7%
C[N+](C)(CCCCCI)c1ccc(/C=C/c2nc3ccccc3s2)cc1	-25%	?
Cc1cc(=O)[nH]c2ccc(O)cc12	0%	8%
Cc1ccc2nc(CO)[nH]c2c1	1%	?
COc1ccc(NC(=O)CN2CCCN(Cc3ccccc3)S2(=O)=O)cc1	5%	-10%

(more compounds)
SMILES	KB-V1 MDR tox	KB-3-1 cytotox
O=S(=O)(c1ccc(Oc2ccc3c(c2)OCO3)c(S(=O)(=O)N2CCOCC2)c1)N1CCOCC1	0%	12%
CC(=O)c1ccc(NC(=O)Nc2nnc(-c3ccncc3)s2)cc1	i	i
Cc1[nH]c2ccccc2c1C(=O)CNc1ccc(Br)cc1	-15%	-12%
C=CCNC(=O)c1cnn2c1NC(=C)C=C2C	6%	?
CCOC(=O)CSc1nc2c([nH]c3ccccc32)c(=O)n1-c1ccc(OC)cc1	8%	12%
Cc1c(C(=O)Nc2ccccc2Cl)oc2ccc(S(=O)(=O)N3CCCCC3)cc12	9%	2%
COc1ccc(Cl)cc1NC(=O)N1CC(=O)Nc2sc3c(c2C1c1ccccc1)CCCC3 (stereo not given)	-20%	0%
COc1ccc(-c2nc(=N)sn2-c2ccccc2)cc1	?	-26%
CCOC(=O)c1cc(-c2ccccc2)n(-c2cccc(C(=O)N(CC)c3ccccc3)c2)c1C	0%	18%
COc1cccc(/C=C/c2ccnc3ccccc23)c1OC	-14%	0%
COc1cc2c(NC3CCN(C(C)C)CC3)nc(N3CCCN(C)CC3)nc2cc1OCCCN(C)C	-8%	2.3µM*
O=C(COCc1cc(-c2cccs2)on1)N1CCN(c2ccccc2)CC1	0%	2%
COc1ccc(NC(=O)Cn2cc(S(=O)(=O)Cc3ccc(F)cc3)c3ccccc32)cc1OC	-4%	-1%
O=C(CBr)c1ccc(Oc2ccc(C(=O)C[n+]3ccccc3Cl)cc2)cc1	-5%	-35%
Cc1ccccc1CN1Cc2cccc3c2[C@H](C=CC3)CC1=O	?	3%
Cc1ccc(CSC2=Nc3ccccc3C3=NC(CCC(=O)NC4CCCCC4)C(=O)N23)cc1 (stereo not given)	-7%	?
CCN(Cc1ccccc1)c1ccc(/C=C/c2nccc3ccccc23)cc1	0%	0%
CCCN1CCN(CCCNC(=O)c2ccc3c(c2)sc2nc(-c4ccc(OCC)cc4)cn23)CC1	?	18µM*
O=C1c2ccccc2NC(c2cc(Br)c3c(c2)OCO3)N1Cc1ccco1 (stereo not given)	0%	0%
Cc1nn(C(C)C(=O)Nc2cccc(F)c2)c(=O)c2c1sc1ccccc12 (stereo not given)	-17%	-2%
CCN(C(=O)CSc1nc2ccccc2nc1Cc1cccc(OC)c1)c1cccc(C)c1	-14%	-1%
CCc1ccc(-c2nc(SCC(=O)NCC3CCCO3)c(-c3ccc(F)cc3)[nH]2)cc1 (stereo not given)	-16%	0%
Cc1ccc(CNC(=O)Cc2ccc(NC(=O)N3CCSc4ncccc43)cc2)cc1	19%	-12%
CCN(CC)c1cc2c(cc1F)c(=O)c(S(=O)(=O)c1ccc(C)cc1)cn2Cc1ccc(F)cc1	-5%	0%
Cc1ccc(Cl)cc1N1CCN(C(=O)c2cnn(C(C)(C)C)c2C2CCN(C(=O)OC(C)(C)C)CC2)CC1	?	?

Three compounds drawn at random from those above:
SMILES	KB-V1 MDR tox	KB-3-1 cytotox
Fc1ccc(CSc2nncn3c2cc2occc23)c(Cl)c1	13%	-4%
[O-][N+](=NC1C=Cc2ccccc21)C1C=Cc2ccccc21 (stereo not given)	1%	?
COc1cccc(N2CCN(C(=O)c3cccn3-c3nnc(N4CCCC4)s3)CC2)c1	1%	9%

Following part
SMILES	KB-V1 MDR tox	KB-3-1 cytotox
Cc1ccc(-c2cn3nc(N4CCC(C(=O)Nc5ccccc5C)CC4)sc3n2)cc1	6%	2%
O=S(=O)(c1cc(Cl)cc(Cl)c1)N1CCN(c2nc(-c3cccs3)nc3ccccc23)CC1	-6%	-12%
C(=C\c1ccnc2ccccc12)/c1ccccc1	?	-3%
O=C(C[n+]1cccc2cc(Cl)ccc21)c1ccc2c(c1)CCCC2	-5%	6%
COc1cc(C2Nc3ccccc3C(=O)N2Cc2ccccc2)ccc1OCc1ccccc1 (stereo not given)	-8%	-22%
CCn1c(C(=O)N2CCCC(C(=O)NCCCOC)C2)cc2sccc21 (stereo not given)	-2%	3%
COc1ccc(C)cc1NC(=O)C(CCSC)NS(=O)(=O)c1ccc2c(c1)oc(=O)n2C (stereo not given)	?	7%
O=C(Cn1cc(S(=O)(=O)Cc2ccccc2Cl)c2ccccc21)Nc1cccc(C(F)(F)F)c1	?	?

Source: PubChem
